TrxR1 substrate: qHTS Assay for Substrates of Mammalian Selenoprotein Thioredoxin Reductase 1 (TrxR1): qHTS; purified TrxR1 substrate turnover, NADPH consumption readout; Potency, µM (doses to about 114 µM), for inactives: at the top dose activity change, negative = substrate turnover; hit rate 0.01% among 390,000; Thioredoxin reductase 1, cytoplasmic (Rattus norvegicus), O89049; also: potency is read from the fitted curve at half-maximal effect; % is scaled to controls: 0 for no effect and ±100 for the full control effect; nearly all actives have a fitted effect of over 50% in size
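Rat TrxR1, dispensed at 90 nM, was prereduced with 400 uM NADPH (final) for 5 min at ~22 deg C, then incubated with compound 15 min before 400 uM selenite. A first-read NADPH fluorescence drop versus no-compound background flagged substrates.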
Vif-APOBEC3G blk: qHTS for Inhibitors of Vif-A3G Interactions: qHTS | DNA dC->dU-editing enzyme APOBEC-3G (Homo sapiens), Q9HC16 | HeLa A3G-eYFP + Vif (tagged APOBEC3G with the HIV-1 protein that degrades it), YFP fluorescence, overnight | Potency, µM (titrated, usually from 46.1 µM), for inactives: at the highest dose activity, negative = active, usual class: inhibitors | hit rate 0.076% among 410,000 | AID 602310, 2012;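 also: potency is read from the fitted curve at half-maximal effect; % is scaled to controls: 0 for no effect and ±100 for the full control effect; nearly all actives have a fitted effect of over 60% in size; hits raise eYFP signal because A3G escapes Vif-driven loss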
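HeLa cells stably expressing Vif and C-terminally eYFP-tagged A3G, seeded overnight at 37 deg C, then exposed to compound by pintool overnight at 37 deg C. Rise in yellow fluorescence (Ex 488/Em 500-530, Acumen) marks blocked Vif-driven A3G degradation.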
RXFP1 agonist: qHTS Assay for Agonists of the Relaxin Receptor RXFP1. AID 2676, 2010. hit rate 0.3% among 370,000. HEK293T-RXFP1 cAMP TR-FRET, 30 min; response scale: percent of porcine relaxin response, buffer zero. Relaxin receptor 1 (Homo sapiens), Q9HBX9. Potency, µM (titrated, usually from 57.5 µM), without a hit: top-dose activation, actives largely listed as activators; also: potency is read from the fitted curve at half-maximal effect; % is scaled to controls: 0 for no effect and ±100 for the full control effect; nearly all actives have a fitted effect of over 60% in size; many of its hits are not listed in these tables
Target sequence (Q9HBX9 whole entry, looked up): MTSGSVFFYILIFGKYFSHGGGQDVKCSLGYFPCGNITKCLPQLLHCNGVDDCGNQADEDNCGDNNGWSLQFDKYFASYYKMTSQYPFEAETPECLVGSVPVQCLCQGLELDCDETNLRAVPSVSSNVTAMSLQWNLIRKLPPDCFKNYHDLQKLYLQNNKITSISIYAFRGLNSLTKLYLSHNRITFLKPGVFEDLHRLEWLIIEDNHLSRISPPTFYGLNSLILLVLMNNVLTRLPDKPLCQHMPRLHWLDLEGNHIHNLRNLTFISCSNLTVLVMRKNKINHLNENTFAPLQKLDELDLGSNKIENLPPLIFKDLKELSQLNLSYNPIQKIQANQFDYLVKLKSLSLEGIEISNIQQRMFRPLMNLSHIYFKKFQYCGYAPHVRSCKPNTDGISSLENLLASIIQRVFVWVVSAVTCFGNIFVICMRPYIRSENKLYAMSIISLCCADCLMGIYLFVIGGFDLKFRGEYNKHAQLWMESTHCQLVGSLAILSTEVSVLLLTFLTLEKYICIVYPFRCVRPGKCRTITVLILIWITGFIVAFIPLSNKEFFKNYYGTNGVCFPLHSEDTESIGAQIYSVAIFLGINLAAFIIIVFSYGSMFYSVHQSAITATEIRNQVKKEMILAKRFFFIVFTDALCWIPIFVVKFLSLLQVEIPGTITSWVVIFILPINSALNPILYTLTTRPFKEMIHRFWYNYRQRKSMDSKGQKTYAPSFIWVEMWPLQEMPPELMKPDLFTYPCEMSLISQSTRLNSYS
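HEK293T cells stably expressing RXFP1 were pretreated with the PDE4 inhibitor Ro 20174, exposed to compounds for 30 min at 37C, lysed, and cAMP was read by TR-FRET. Data normalized to buffer (basal) and 29 nM porcine relaxin (100%).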
IDH1 R132H inh: qHTS for Inhibitors of mutant isocitrate dehydrogenase 1 (IDH1): qHTS | IDH1-R132H enzyme, NADPH consumption, diaphorase/resazurin fluorescence | hit rate 0.093% among 390,000 | Potency, µM (titrated, usually from 76.6 µM), for the others: at the top dose activity change, negative = inhibition, usual class: inhibitors; also: potency is read from the fitted curve at half-maximal effect; % is scaled to controls: 0 for no effect and ±100 for the full control effect; nearly all actives have a fitted effect of over 65% in size
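IDH1-R132H (0.5 ug/mL dispensed) in pH 7.5 Tris buffer was preincubated 30 min with compound, then given a substrate mix of 0.016 mM NADPH and 2 mM alpha-KG for 80 min at room temperature; remaining NADPH was read by diaphorase/resazurin fluorescence.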
Vif-A3F inh: qHTS for Inhibitors of Vif-A3F Interactions: qHTS; HeLa A3F-eYFP + Vif (tagged APOBEC3F with the HIV-1 protein that degrades it), YFP fluorescence increase; Potency, µM (titrated, usually from 46.1 µM), for the others: at the highest dose activity, negative = active; hit rate 0.2% among 390,000; AID 602313, 2012; also: potency is read from the fitted curve at half-maximal effect; % of control where 0% means no effect; nearly all actives have a fitted effect of over 65% in size
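HeLa cells stably expressing A3F-eYFP plus Vif, plated and incubated overnight at 37 deg C, then exposed to compounds overnight at 37 deg C. Blocked degradation read as raised yellow fluorescence (Ex 488/Em 500-530).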
PI4K2A inh: qHTS for small molecular inhibitors of PI4K2A; hit rate 0.13% among 420,000; activity change, negative = inhibition, % at 76.9 µM; AID 1346378, 2018; purified PI4K2A, ADP-Glo luminescence, 1 h; hits give low values; Phosphatidylinositol 4-kinase type 2-alpha (Homo sapiens), Q9BTU6; in the data active = activity change below about -50%; inconclusive = mostly about -30% to -49%;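 also: -100% = wells without enzyme as full effect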
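In this quantitative HTS, ADP production by PI4K2A was quantified luminescently after 1 h at ambient temperature; 100 microM adenosine served as plate-quality control.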
LDHA block: qHTS assay for inhibitors of human lactate dehydrogenase; L-lactate dehydrogenase A chain (Homo sapiens), P00338; purified LDHA, NADH/diaphorase-resazurin fluorescence; hits give low values; activity change, % (values are at about 110 or 230 µM); hit rate 0.15% among 480,000; in the data active = activity change below about -30%; inconclusive = mostly about -25% to -30%;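 also: plate controls were DMSO wells for no effect and wells without enzyme for full effect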
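LDH5 2 nM; NADH 0.06 mM, pyruvate 0.2 mM; 200 mM Tris pH 7.4, EDTA, Tween-20; 5 min RT. Detection: diaphorase 0.133 mg/mL + resazurin 37 µM, fluorescence ex540/em590 at 0 and 20 min; normalized to enzyme-free and DMSO wells.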
USP1-UAF1 inh: Inhibitors of USP1/UAF1: Primary Screen; recombinant USP1/UAF1, Ub-Rhodamine cleavage fluorescence; hit rate 0.23% among 390,000; Potency, µM (doses to about 57.1 µM), for the others: top-dose activity change, negative = inhibition, most hits filed as inhibitors; also: potency is read from the fitted curve at half-maximal effect; % is scaled to controls: 0 for no effect and ±100 for the full control effect; nearly all actives have a fitted effect of over 60% in size; inactives centre near -12
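USP1/UAF1 complex (1 nM) preincubated 15 min at room temperature with compound, then Ub-Rho substrate (150 nM final) added. Kinetic fluorescence at 480/540 nm over 6 reads at 60 s intervals; 50 mM HEPES pH 7.8, 0.5 mM EDTA, 0.1 mg/ml BSA, 1 mM TCEP, 0.01% Tween-20.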
GRP78 ERSR act: qHTS for Inducers of the Endoplasmic Reticulum Stress Response (ERSR) in Human Glioma: qHTS. U87-MG GRP78 promoter luciferase reporter, 16 h. Potency, µM, inactives show at the top dose activation, actives largely listed as activators. AID 602332, 2012. hit rate 0.02% among 420,000; also: potency is read from the fitted curve at half-maximal effect; series mostly up to about 76 µM; % of control where 0% means no effect; nearly all actives have a fitted effect of over 35% in size
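Stably transfected U87-MG glioma cells carrying a GRP78-based luciferase sensor; 16 h compound incubation. Luminescence end-point read 10 min after Bright-Glo addition at room temperature.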
Starred values were filed as active, the others as inactive; u = inconclusive; x = not tested or not shown; [ ] = remark or other dose. Unless noted, calls follow the shape of the dose curve; as a rule, active = well fitted curve in the direction sought with a large enough effect; inconclusive = small, poorly fitted or top-dose-only effect, or another doubt; inactive = no such curve, though single readings can be large; an effect the other way counts as inactive or inconclusive. These rows are one share of the data; rates above refer to the full screens.

SMILES	TrxR1 substrate	Vif-APOBEC3G blk	RXFP1 agonist	IDH1 R132H inh	Vif-A3F inh	PI4K2A inh	LDHA block	USP1-UAF1 inh	GRP78 ERSR act
COc1ccc(CNc2nc(NCc3ccc(OC)cc3)c3ncn(C4CCCC4)c3n2)cc1	-1.2%	u	x	-1.8%	-11.9%	2.4	3.4	-18.7%	-2.8%
Nc1c(C(=O)N2CCOCC2)sc2nc3c(cc12)CCC3	0.9%	-0.5%	8.9%	5.9%	-13.9%	-5.3	-2.8	-13.0%	-8.1%
COc1nccnc1NS(=O)(=O)c1ccc(NC(=S)NC(=O)/C=C/c2ccc(F)cc2)cc1	-1.7%	-10.6%	5.8%	14.2%	-4.2%	-1.6	-2.8	-10.7%	-3.1%
CC(C)Oc1ccc(/C=C(\NC(=O)/C=C/c2ccco2)C(=O)NCCc2nc3ccccc3[nH]2)cc1	-6.6%	-9.1%	2.2%	5.9%	6.8%	-8.1	-4.8	-18.1%	-2.1%
CC1=C(C(=O)N(C)C)CC(CC(=O)NC2CCCCC2)C(=O)N1CCCN1CCCC1=O (centres undefined)	x	-1.6%	x	12.9%	-4.7%	-3.0	-2.7	-21.8%	-0.7%
O=c1[nH]c2ccc(S(=O)(=O)Nc3cc(Cl)ccc3O)cc2o1	-2.3%	-11.3%	1.8%	27.6%	u	-1.3	23.4	-17.5%	-1.5%
CCCCC(=O)Nc1cccc(-c2cn3ccccc3n2)c1	40.0%[activator]	0.7%	-0.2%	-1.4%	-3.1%	-1.6	8.8	-2.8%	7.5%
Cc1cc(C(=O)COC(=O)c2ccc(O)cc2)c(C)n1CC(F)(F)F	-5.7%	-0.3%	-1.2%	-6.1%	7.3%	-3.2	-3.0	-16.2%	u
CCn1nc(NS(=O)(=O)c2ccc(C)cc2)c2cc3ccccc3nc21	-0.1%	-13.6%	-1.6%	-2.9%	-8.0%	0.7	-10.6	-21.4%	-0.5%
CCOc1ccc(NC(=O)CC2SC(N)=NC2=O)c([N+](=O)[O-])c1 (centres undefined)	3.8%[57.1 µM]	-4.4%	-0.6%	2.3%	-7.1%	1.5	-0.6	-18.9%	0.6%
Cn1cc(CN2CCN(CC(C)(C)C)C(CCO)C2)c2ccccc21 (centres undefined)	-1.8%	-0.8%	6.7%	-14.9%	1.7%	0.0	-8.0	-11.0%	0.5%
Cc1ccc(-n2c(SCc3ccccc3C)nc3[nH]ncc3c2=O)cc1C	-2.1%[57.1 µM]	-13.5%	-0.6%	u	0.3%	-0.1	1.1	-26.8%	-2.0%
O=C(Nc1ccccc1C(=O)N1CCCCC1)c1cccs1	1.1%	0.0%	1.4%	-5.7%	0.3%	0.6	-2.0	-8.9%	-3.9%
O=C(NCCCn1ccnc1)/C(=C\c1ccc(Br)cc1)NC(=O)c1ccccc1F	-6.7%	0.6%	-0.7%	7.8%	-2.6%	2.1	-10.0	-9.3%	-2.4%
COc1ccc(OC)c(CNc2sc3c(c2C(=O)Nc2cc(OC)ccc2OC)CCCC3)c1	-4.0%[57.1 µM]	2.4%	-2.2%	28.1%	-2.9%	-1.2	1.1	-17.3%	-3.7%
COCCn1c(COc2cccc(OC)c2)nnc1SCC(=O)NC1CCCC1	7.3%[57.1 µM]	2.9%	2.4%	-6.0%	15.0%	1.4	-6.7	-3.7%	0.3%
CC1Cc2ccccc2N1CC(=O)Nc1ccc(S(N)(=O)=O)cc1 (centres undefined)	-1.3%	1.3%	1.9%	4.9%	4.8%	-0.7	-6.2	-14.6%	-4.1%
Cc1ccc(C)c(C(=O)Nc2cc(C)nn2-c2nc(C)cc(C)n2)c1	4.5%[57.1 µM]	-6.9%	1.3%	20.6%	u	-12.3	-1.7	2.7%	-1.8%
CC1CCCCN1C(=O)Nc1cccc(Cl)c1 (centres undefined)	0.0%	-7.1%	1.6%	1.3%	5.6%	2.3	-11.2	-10.4%	2.2%
CCN(CC)CCNCc1cc(Cl)c(OCC(=O)Nc2ccccc2)c(OC)c1	2.6%	1.5%	0.0%	-2.0%	1.0%	6.0	-1.0	-20.7%	-3.2%
COCc1cc(=O)n2[nH]c(-c3ccc(C)cc3)cc2n1	60.3%[activator]	-1.9%	-2.2%	6.5%	-1.6%	-1.5	3.8	-20.0%	1.8%
CC(Sc1nnc2ccccn12)C(=O)Nc1ncc(Cl)cc1Cl (centres undefined)	-0.3%	-1.0%	0.0%	2.6%	1.8%	-5.1	-16.6	-9.9%	-0.5%
Cc1ccc(C(=O)Nc2ncc(Cc3ccc(F)cc3)s2)o1	-2.9%	0.5%	-0.7%	1.9%	-1.1%	3.1	-6.1	u	0.9%
COc1ccc(N2CC(NC(=O)C(=O)c3c(C)[nH]c4ccccc34)CC2=O)cc1 (centres undefined)	7.7%[57.1 µM]	3.7%	3.7%	17.6%	-1.6%	-4.2	-0.3	-15.0%	-1.7%
CCOC(=O)C1=C(C)NC(=S)N(C(C)=O)C1c1ccc(Cl)cc1 (centres undefined)	-5.3%	-17.4%	1.1%	u	-4.7%	1.7	0.0	-4.0%	-4.2%
CCOC(=O)c1c(S(=O)(=O)Nc2ccc(C)cn2)c(C)n(C)c1C	2.5%[57.1 µM]	0.3%	1.4%	5.4%	-19.1%	5.7	-0.8	-15.7%	-3.1%
Cc1nc2nc(SCC(=O)NCCN3CCOCC3)nn2c(C)c1Cc1ccccc1	0.9%	0.2%	-2.2%	1.6%	0.5%	7.1	-8.9	-2.1%	-4.4%
CCCCC(CC)C(=O)Nc1ccc(Cl)cn1 (centres undefined)	-0.7%	0.7%	0.2%	1.0%	3.4%	-3.5	-7.3	-21.0%	-1.6%
CC1=C(C(N)=O)C(c2ccc(Cl)cc2)n2nc(CCCO)nc2N1 (centres undefined)	0.7%	-1.7%	1.9%	-11.2%	-7.1%	-2.0	-2.6	-18.5%	3.4%
COc1ccc(-n2nc(C(=O)NCC(=O)N3CCN(c4ccccc4F)CC3)c3ccccc3c2=O)cc1	38.0%[activator]	0.2%	2.8%	-8.9%	4.5%	-1.3	-8.7	-8.5%	3.2%
C=CCOC(=O)COc1ccc2c(C)c(C)c(=O)oc2c1	117.3%[activator]	0.4%	4.6%	0.8%	-1.7%	3.4	-9.7	-14.2%	5.7%
COc1cc2ccc(C=O)cc2cc1OC	x	0.6%	x	2.3%	3.7%	-2.3	-16.1	-9.7%	1.3%
O=C(Nc1cccc(F)c1)/C(=C/c1ccco1)NC(=O)c1ccco1	-17.3%	-3.4%	0.6%	0.0%	2.6%	-7.4	-8.5	-13.2%	-0.2%
Nc1cc(C(=O)OCC(=O)Nc2cccc(S(=O)(=O)N3CCOCC3)c2)ccc1Cl	7.6%	-0.5%	x	10.3%	-21.0%	-6.7	-4.0	-12.2%	-5.7%
O=C(O)CCC(=O)Nc1ccccc1C(=O)NC1CCCCC1	5.0%[57.1 µM]	-1.5%	-2.3%	-0.8%	-1.3%	-12.0	-3.2	-6.0%	-1.8%
O=C(OCC(=O)c1ccccc1Br)c1ccccn1	-1.6%	1.2%	1.2%	6.5%	x	-5.4	-1.0	-10.4%	4.2%
CCc1ccc(NC(=O)N2CCc3ccccc3C2)cc1	-6.5%	-6.5%	1.6%	5.5%	-1.1%	-4.3	0.7	-18.0%	6.9%
CCOc1ccc(C2CC(=O)n3nc(C45CC6CC(CC(C6)C4)C5)nc3S2)cc1OC (centres undefined)	-3.0%	1.6%	0.6%	3.4%	-14.4%	0.0	1.4	-13.7%	-1.3%
O=S(=O)(c1ccc2c(c1)OCO2)N1CCN(c2nnnn2-c2ccccc2)CC1	4.4%	2.2%	-3.6%	7.0%	-8.4%	-1.9	-3.3	-6.7%	-5.1%

Retrieved by structure from the entries so far, two records:
SMILES	TrxR1 substrate	Vif-APOBEC3G blk	RXFP1 agonist	IDH1 R132H inh	Vif-A3F inh	PI4K2A inh	LDHA block	USP1-UAF1 inh	GRP78 ERSR act
COc1ccc(CNc2nc(NCc3ccc(OC)cc3)c3ncn(C4CCCC4)c3n2)cc1	-1.2%	u	x	-1.8%	-11.9%	2.4	3.4	-18.7%	-2.8%
COc1cc2ccc(C=O)cc2cc1OC	x	0.6%	x	2.3%	3.7%	-2.3	-16.1	-9.7%	1.3%
